HepG2 tox: kills HepG2 cells in TGF-b inhibitor counter-screen | hit rate 0.76% among 410,000 | AID 588856 | HepG2 CAGA-GFP viability, ATP luminescence, 18 h | Potency, µM (titrated, usually from 46.1 µM), without a hit: top-dose activity change, negative = cytotoxicity, usual class: cytotoxic; note: potency is the fitted concentration of half-maximal effect; some results filed as inactive show a strong effect at the top dose
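CellTiter-Glo luminescence gave cytotoxicity after 18 hours at 37 degrees C. The cells were HepG2 CAGA-GFP in 1% FBS DMEM, stimulated with 500 pg/mL TGF-beta after compound addition. %Activity was normalised to no-cell wells (complete cell-killing) and DMSO (no toxicity), and curves were fitted and classified.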
Nrf2 block: inhibitors of Nrf2 signaling. hit rate 2.1% among 360,000. A549 ARE-Fluc reporter, luciferase luminescence, 18-24 h. Potency, µM (doses to about 46 µM), for the others: at the top dose activity change, negative = inhibition, hits mostly inhibitors; note: potency is the fitted concentration of half-maximal effect; % is set by controls: 0 for no effect and ±100 for the full control effect; nearly all actives have a fitted effect of over 60% in size
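Quantitative HTS in A549 cells stably bearing an antioxidant response element-firefly luciferase construct. Inhibition of Nrf2-driven transcription was scored by luminescence after 18-24 h of compound exposure at 37 °C.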
Nrf2 ARE act: activates Nrf2 signaling. AID 624171. AREc32 ARE-luciferase reporter (MCF7-derived line), luminescence, 24 h. Potency, µM (titrated, usually from 46.1 µM), for inactives: at the highest dose activation, usual class: activators. hit rate 0.31% among 410,000; note: potency is the fitted concentration of half-maximal effect; % of control where 0% means no effect; nearly all actives have a fitted effect of over 65% in size
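Each well held 1000 AREc32 cells, which were incubated with compound for 24 hr at 37 deg C after overnight attachment, and ARE reporter activity was quantified by firefly luciferase luminescence.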
TGFb inhibitor: blocks TGF-b signaling. HepG2 CAGA-GFP TGF-b/SMAD3 reporter, GFP fluorescence, 18 h; TGF-beta stimulated, 500 pg/mL final. Potency, µM (doses to about 46.1 µM), inactives show top-dose activity, negative = inhibition, actives largely listed as inhibitors. hit rate 1.2% among 410,000; note: potency is the fitted concentration of half-maximal effect; % is set by controls: 0 for no effect and ±100 for the full control effect; nearly all actives have a fitted effect of over 65% in size
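Per well, imaged GFP fluorescence of HEPG2 CAGA-GFP cells gives the signal; cells get compound, then TGF-beta (500 pg/mL final), 18 h at 37 degrees C; %Activity versus -TGF-beta and +DMSO controls.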
Mm-Cpn inhibitor: blocks the Methanococcus maripaludis chaperonin Mm-Cpn; purified Mm-Cpn ATPase, ADP Transcreener TR-FRET; Potency, µM (top dose mostly 76.9 µM), inactives show at the highest dose activity, negative = inhibition, hits mostly inhibitors; hit rate 0.031% among 330,000; note: potency is the fitted concentration of half-maximal effect; % is set by controls: 0 for no effect and ±100 for the full control effect; nearly all actives have a fitted effect of over 80% in size
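ATPase turnover read by TR-FRET ADP competition (Eu cryptate antibody/ADP-d2, 665/590 nm): 10uM ATP final, 25nM Mm-CPN final, 30 min 37degC after 10-min compound preincubation, pH 7.4 Tris/KCl/MgCl2/DTT buffer.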
Abeta yeast res: compounds reversing amyloid beta toxicity in yeast; yeast expressing A-beta42, growth rescue, OD600, 48 h; response scale: 0% DMSO, 100% iron-clioquinol control; hit rate 0.063% among 410,000; AID 1347071; Potency, µM (doses to about 46.1 µM), for inactives: at the top dose growth rescue, hits mostly activators; note: potency is the fitted concentration of half-maximal effect; nearly all actives have a fitted effect of over 55% in size
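Yeast A-beta toxicity model in growth medium with pinned compounds, 48 h at 30 C; growth read as absorbance at 600 nm. Normalized to FeCl3/clioquinol equimolar mix (positive) and DMSO (negative).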
pAkt inh: Akt phosphorylation inhibition; Neuro2A IGF-stimulated pAkt S473 HTRF, 20 min; active compounds read low; activity change, % for hits at 50 µM; hit rate 0.32% among 360,000; AID 651550; in the data active = activity change below about -80%; inconclusive = mostly about -51% to -80%; note: % is set by controls: 0 for no effect and ±100 for the full control effect
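Neuro2A cells (4,500/well, DMEM with 0.5% FBS) were treated with compound at a single 50 µM final concentration, stimulated with 6 nM IGF for 20 min at 37 °C, and lysed. Phospho-Akt Ser473 was read by HTRF as 665/615 ratio ×10^4.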
A549 tox: counter-screen for Nrf2 inhibitors: cytotoxicity in A549 cells; A549 ARE-Fluc cells, CellTiter-Fluor viability, 18-24 h; Potency, µM (titrated, usually from 46 µM), for inactives: at the highest dose activity change, negative = cytotoxicity, usual class: inhibitors; hit rate 0.16% among 390,000; AID 504648; note: potency is the fitted concentration of half-maximal effect; % is set by controls: 0 for no effect and ±100 for the full control effect
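A549 ARE_Fluc cells in 5% FBS OPTI-MEM were exposed to compounds in concentration-response for 18-24 h at 37 deg C. Viability was read by CellTiter-Fluor fluorescence (Ex 405/Em 525) after 30 min, before the luciferase read.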
CCT chaperon mod: changes cytosolic chaperonin activity | activity change, % (no concentration beside the values), hits read low | purified chaperonin ATPase assay, HTRF ADP detection, 30 min | hit rate 0.3% among 360,000; in the data active = activity change below about -30%; note: % is set by controls: 0 for no effect and ±100 for the full control effect
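We incubate TRiC, 40 or 20 nM final, with library compounds at 76 uM and 10 uM ATP for 30 min at 37 °C. ADP formed is detected with Transcreener HTRF reagents after 30 min at room temperature.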
Active calls of the source: *; i = inactive; ? = inconclusive; · = no result given; [ ] = dose if it differs, or a comment. Unless noted, calls come from the whole dose curve; as a rule, active = well fitted curve in the direction sought with a large enough effect; inconclusive = small, poorly fitted or top-dose-only effect, or another doubt; inactive = no such curve, though single readings can be large; an effect the other way counts as inactive or inconclusive.

1. CCCNC(=O)C1(C)CCCN(C(=O)c2ccc3sccc3c2)C1 (stereo not given)
2. Cc1c(NC(=S)NC(=O)C2CCCCC2)c(=O)n(-c2ccccc2)n1C
3. Cc1cc(NC(=O)C2(c3ccccc3)CCCC2)no1
4. CC(C)CN(C(=O)c1ccco1)c1nc2ccccc2s1
5. CCC(C)C(NC(=O)OC(C)(C)C)C(=O)NC(C(=O)N1CCCC1C(N)=O)C(C)CC (stereo not given)
6. CC(Sc1nc2ccccc2c(=O)n1CC1CCCO1)C(=O)N(C)Cc1ccccc1 (stereo not given)
7. CCOC(=O)c1c(C)nc2c(c1-c1ccccc1)C(=O)CC(C)(C)C2
8. O=C(CSC(=S)N1CCCC1)N/N=C/c1c(O)[nH]c(=S)[nH]c1=O
9. O=S(=O)(NCc1nc2cccnc2n1Cc1ccccc1)c1ccc2c(c1)CCCC2
10. COc1ccc(CN(C)C(=S)Nc2ccc(Cl)cc2)cc1
Compound,1,2,3,4,5,6,7,8,9,10
HepG2 tox,-2.4%,12.4%,0.5%,28.9%,2.0%,-3.9%,-23.2%,2.1%,-40.2%,-18.8%
Nrf2 block,·,-4.0%,-6.0%,?,14.3%,-13.6%,?,-13.1%,·,-18.5%
Nrf2 ARE act,-0.3%,-0.4%,-0.8%,?,0.4%,-0.2%,4.3%,-0.4%,4.6%,3.3%
TGFb inhibitor,-4.5%,13.0%,4.4%,-17.4%,?,-7.4%,1.2%,7.7%,?,?
Mm-Cpn inhibitor,·,0.7%,-0.1%,-2.0%,-8.7%,-0.1%,0.9%,-1.1%,·,4.0%
Abeta yeast res,-4.7%,11.0%,-5.8%,-4.5%,9.6%,3.2%,-24.7%,-6.2%,-11.1%,11.2µM*
pAkt inh,i,i,i,i,i,i,·,i,·,i
A549 tox,·,-2.5%,6.3%,3.1%,-2.9%,-13.4%,-19.1%,1.1%,8.2%,16.7%
CCT chaperon mod,1.6,-1.9,-0.9,3.0,1.5,-4.1,-3.5,-2.0,·,-2.0

Grouped by structure, those above with four or more nitrogen atoms (4)
2. Cc1c(NC(=S)NC(=O)C2CCCCC2)c(=O)n(-c2ccccc2)n1C
5. CCC(C)C(NC(=O)OC(C)(C)C)C(=O)NC(C(=O)N1CCCC1C(N)=O)C(C)CC (stereo not given)
8. O=C(CSC(=S)N1CCCC1)N/N=C/c1c(O)[nH]c(=S)[nH]c1=O
9. O=S(=O)(NCc1nc2cccnc2n1Cc1ccccc1)c1ccc2c(c1)CCCC2
Compound,2,5,8,9
HepG2 tox,12.4%,2.0%,2.1%,-40.2%
Nrf2 block,-4.0%,14.3%,-13.1%,·
Nrf2 ARE act,-0.4%,0.4%,-0.4%,4.6%
TGFb inhibitor,13.0%,?,7.7%,?
Mm-Cpn inhibitor,0.7%,-8.7%,-1.1%,·
Abeta yeast res,11.0%,9.6%,-6.2%,-11.1%
pAkt inh,i,i,i,·
A549 tox,-2.5%,-2.9%,1.1%,8.2%
CCT chaperon mod,-1.9,1.5,-2.0,·

Next compounds.
11. CCOC(=O)c1cnc(SCC(=O)Nc2cc(C(F)(F)F)ccc2N2CCOCC2)nc1N
12. O=C(COc1ccc([N+](=O)[O-])cc1)Nc1nnc(-c2cccnc2)s1
13. COc1ccc(-c2ccc3c(c2)S(=O)(=O)c2cccc(C(=O)NC4CCCCC4)c2C3=O)cc1OC
14. NC(=O)c1c(NC(=O)c2ccccc2C(=O)O)sc2c1CCCC2
15. CC(C)(C)c1ccc(C(=O)c2c[nH]c(C(=O)NCCCn3ccnc3)c2)cc1
16. Cc1cc(-c2nnc(CCC(=O)NC(C)c3ccccc3Cl)o2)no1 (stereo not given)
17. COc1ccccc1C(=O)N/C(=C\c1ccc(Br)cc1)C(=O)NCC(=O)O
18. O=C(CSc1ncccn1)N1CCN(C(=O)CSc2ncccn2)CC1
19. CCCCOC(=O)C1=C(C)Nc2ncnn2C1c1ccc(OCC)c(OC)c1 (stereo not given)
20. Cc1cc(C)cc(N(CCC#N)C(=O)CSc2ncnc3sccc23)c1
Compound,11,12,13,14,15,16,17,18,19,20
HepG2 tox,15.3%,2.2%,-32.7%,1.4%,-12.2%,5.8%,-11.0%,-10.0%,3.0%,-17.1%
Nrf2 block,-6.9%,10.5%,?,1.7%,-20.7%,10.7%,?,11.6%,-13.9%,3.0%
Nrf2 ARE act,-0.8%,0.8%,0.1%,-0.6%,3.9%,-0.1%,-0.3%,0.4%,0.5%,-0.6%
TGFb inhibitor,8.6%,-10.8%,4.9%,1.9%,-3.0%,-6.8%,0.0%,0.2%,-2.5%,8.4%
Mm-Cpn inhibitor,0.7%,-3.7%,-0.4%,0.5%,-1.1%,1.6%,0.8%,2.1%,-0.2%,-0.2%
Abeta yeast res,15.0%,-3.2%,1.2%,5.0%,-6.4%,-10.9%,-13.4%,-7.4%,-25.8%,-2.4%
pAkt inh,i,i,i,i,·,i,i,i,i,i
A549 tox,-16.8%,1.7%,-0.8%,-0.8%,-24.7%,-1.3%,5.8%,-0.3%,-1.1%,-0.4%
CCT chaperon mod,-5.6,1.1,0.8,-7.1,-0.9,-14.3,-4.8,-2.5,0.8,-3.3

21. CCN(C(=O)c1nn(-c2ccc(OC)c(Cl)c2)c(=O)c2c1c1ccccc1n2C)c1cc(OC)ccc1OC
22. COc1ccccc1CNC(=O)CCN1C(=O)COc2ccccc21
23. O=C(CCC1CCN(C(=O)C2CC=CCC2)CC1)Nc1ccccc1 (stereo not given)
24. CN1CCN(C(=O)c2ccc3c(=O)n(Cc4ccc(Cl)cc4)c(=S)[nH]c3c2)CC1
25. Cc1nn(C)cc1C(=O)/C=C/c1ccc([N+](=O)[O-])cc1
26. O=C(NNC(=O)c1cccc(C(F)(F)F)c1)c1ccncc1
27. N#CC1=C(N)Oc2n[nH]c(CSc3ccccc3)c2C12C(=O)Nc1ccccc12 (stereo not given)
28. CCCC12CN3CC(C)(CN(C1)C3c1ccco1)C2=O (stereo not given)
29. CCCCCC1CC(=O)N(Cc2ccccc2)C(=O)N1 (stereo not given)
30. Cc1ccc(-n2ncc3c(NCCCN(C)C)ncnc32)cc1Cl
Compound,21,22,23,24,25,26,27,28,29,30
HepG2 tox,-14.4%,-13.1%,-19.3%,-40.3%,2.8%,33.9%,-24.5%,0.6%,-36.5%,12.6µM*
Nrf2 block,8.7%,-17.3%,·,?,-23.0%,?,14.9%,-18.5%,-6.7%,·
Nrf2 ARE act,0.1%,0.1%,0.7%,5.4%,?,?,4.6%,-0.6%,-0.5%,0.7%
TGFb inhibitor,-11.6%,4.5%,-9.2%,-26.9%,-10.2%,12.7%,1.8%,-22.4%,-7.7%,?
Mm-Cpn inhibitor,·,1.3%,·,-0.1%,-0.9%,-0.7%,1.9%,1.7%,1.0%,·
Abeta yeast res,-9.8%,26.5%,-5.6%,10.8%,2.3%,11.4%,-9.5%,-2.8%,21.1%,-31.4%[inhibitor]
pAkt inh,·,·,i,i,i,i,i,i,i,·
A549 tox,-2.8%,1.2%,·,-5.5%,3.7%,?,-3.4%,4.0%,-7.0%,16.4%
CCT chaperon mod,·,-2.2,-3.4,0.8,0.2,0.0,-5.4,4.6,1.0,·

31. Cc1ccc(N2CN(CCc3ccccc3)CNC2=S)cc1
32. O=C(N/N=C/c1cccs1)C(O)c1ccccc1 (stereo not given)
33. Cc1cccc(C)c1NC(=O)Cn1c(=O)n(CCC(=O)NCc2ccccc2Cl)c(=O)c2sccc21
34. CCOC(=O)c1sc(NC(=O)Cc2ccc(F)cc2)nc1C
35. [O-]/[N+](=C\c1cccc(Br)c1)c1ccccc1
36. CC(C)(C)c1ccc(NC(=O)COC(=O)CCN2C(=O)c3cccc([N+](=O)[O-])c3C2=O)cc1
37. Cc1ccc(/C(O)=C2\C(=O)C(=O)N(C)C2c2cccc([N+](=O)[O-])c2)cc1 (stereo not given)
38. CN1CCN(c2ccccc2NC(=O)COc2ccc(C3CCCCC3)cc2)CC1
39. CN(c1ccc(C(=O)NC2CCCC2)cc1)S(=O)(=O)c1ccccc1
40. COc1ccc(C2=CCCCCC2)c(OC)c1OC
Compound,31,32,33,34,35,36,37,38,39,40
HepG2 tox,-24.5%,34.4%,7.1%,-0.1%,-10.4%,-11.7%,4.8%,6.1%,-6.9%,0.0%
Nrf2 block,0.0%,4.2%,?,9.8%,-0.3%,8.9%,-1.4%,20.2%,16.1%,9.3%
Nrf2 ARE act,-0.2%,2.5%,0.5%,-1.0%,2.8%,0.3%,-0.5%,-0.7%,2.2%,-0.6%
TGFb inhibitor,-4.6%,15.7%,3.2%,6.5%,-16.8%,-19.4%,1.4%,-3.2%,13.7%,-10.5%
Mm-Cpn inhibitor,-7.5%,-0.9%,·,0.7%,1.2%,-0.5%,3.6%,1.1%,2.3%,·
Abeta yeast res,11.2µM*,6.3%,-2.4%,-13.7%,-25.2%,-5.1%,0.0%,20.5%,16.1%,-5.5%
pAkt inh,i,i,·,i,i,i,i,i,i,i
A549 tox,0.0%,0.3%,-10.2%,4.5%,4.4%,1.7%,-1.6%,-13.6%,0.4%,0.4%
CCT chaperon mod,-1.0,0.3,·,-1.3,0.5,0.7,2.5,-0.6,0.3,0.2

Screening results: PubChem BioAssay, National Center for Advancing Translational Sciences (NCATS)
